# High-throughput results: PubChem BioAssay, National Center for Advancing Translational Sciences (NCATS)
# PI5P4K alpha inh: qHTS for Inhibitors of phosphatidylinositol 5-phosphate 4-kinase (PI5P4K). hit rate 1.2% among 330,000. Phosphatidylinositol 5-phosphate 4-kinase type-2 alpha (Homo sapiens), P48426. max response, %. PI5P4Kalpha enzyme, ADP-Glo luminescence, 60 min; active compounds read low. AID 652105, 2013; active means max response of -50% or lower; inconclusive means between -30% and -50%; inactive means -30% or higher; further: value at the top dose of about 77 µM; on the % scale 0 is the no-effect control and ±100 the full control effect
#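 qHTS, 1536-well: enzyme/substrate mix, compound by pin tool, 5 microM ATP final; RT 60 min; ADP-Glo reagents 1 (45 min) then 2 (30 min); luminescence.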
# Mm-Cpn inhibitor: Inhibitors of TCP-1 ring complex (TRiC) of Methanococcus maripaludis (MmCpn): qHTS. purified Mm-Cpn ATPase, ADP Transcreener TR-FRET. Potency, µM (highest dose often 76.9 µM), for inactives: top-dose activity, negative = inhibition, most hits filed as inhibitors. hit rate 0.031% among 330,000. Chaperonin Mm-Cpn (Methanococcus maripaludis); further: potency means the concentration at half of the fitted maximal effect; on the % scale 0 is the no-effect control and ±100 the full control effect; nearly all actives have a fitted effect of over 80% in size
#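 ATPase read-out: TR-FRET ADP immunoassay (anti-ADP Eu cryptate vs ADP-d2), ex 320 nm, em 590/665 nm; signal drops as ADP forms. Enzyme 25 nM, ATP 10 uM, 30 min at 37°C after 10 min compound preincubation.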
# EPAC2 antagonist: qHTS for Antagonist of cAMP-regulated guanine nucleotide exchange factor 2 (EPAC2): primary screen. hit rate 0.18% among 360,000. Rap guanine nucleotide exchange factor 4 (Homo sapiens), Q8WZA2. EPAC2 GEF exchange of Rap1B-BODIPY-GDP, fluorescence. Potency, µM (top dose mostly 114 µM), for inactives: at the highest dose activity, negative = inhibition, actives largely listed as inhibitors; further: potency means the concentration at half of the fitted maximal effect; on the % scale 0 is the no-effect control and ±100 the full control effect; nearly all actives have a fitted effect of over 45% in size; many of its hits are not listed in these tables
# EPAC1 agonist: qHTS for Agonist of cAMP-regulated guanine nucleotide exchange factor 3 (EPAC1): primary screen; EPAC1 agonist qHTS, biochemical assay; response scale: 100% = response to 6.5 mM cAMP; Potency, µM (doses to about 154 µM), for inactives: at the top dose activation, actives largely listed as activators; Rap guanine nucleotide exchange factor 3 (Homo sapiens), O95398; hit rate 0.073% among 360,000; further: potency means the concentration at half of the fitted maximal effect; nearly all actives have a fitted effect of over 60% in size
#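 Nucleotide exchange assay: 100 nM EPAC1 with 250 nM Rap1B loaded with BODIPY-GDP and 50 uM GDP, room temperature. Fluorescence (480/540 nm) read every 5 min for 30 min; signal change normalized to 6.5 mM cAMP as full agonist.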
# EPAC1 antagonist: qHTS for Antagonist of cAMP-regulated guanine nucleotide exchange factor 3 (EPAC1): primary screen | Rap guanine nucleotide exchange factor 3 (Homo sapiens), O95398 | hit rate 0.14% among 360,000 | Potency, µM (top dose mostly 115 µM), inactives show top-dose activity change, negative = inhibition, usual class: inhibitors | EPAC1 GEF assay, Rap1b-BODIPY-GDP exchange fluorescence;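 further: potency means the concentration at half of the fitted maximal effect; plate controls were vehicle for no effect and positive control for full effect; nearly all actives have a fitted effect of over 50% in size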
# CCT chaperon mod: High-Throughput Screening for Modulators of Cytosolic Chaperonin Activity; purified chaperonin ATPase assay, HTRF ADP detection, 30 min; activity change, % (no concentration beside the values), hits read low; hit rate 0.3% among 360,000; in the data active means activity change below about -30%; further: on the % scale 0 is the no-effect control and ±100 the full control effect
#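 TRiC (40 or 20 nM final, by batch activity) in 30 mM Tris pH 7.4, 100 mM KCl, 5 mM MgCl2, 1 mM DTT was treated with compound at 76 uM single dose, then 10 uM ATP, 30 min at 37 °C. ADP was read by HTRF Transcreener.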
# PLK1 PBD block: qHTS for Inhibitors of PLK1-PDB (polo-like kinase 1 - polo-box domain): Primary Screen; Plk1 PBD binding of FITC phosphopeptide, fluorescence polarization; Potency, µM, without a hit: max response, negative = inhibition, actives largely listed as inhibitors; hit rate 2.8% among 360,000; Serine/threonine-protein kinase PLK1 (Homo sapiens), P53350; AID 720504, 2013; further: potency means the concentration at half of the fitted maximal effect; series mostly up to about 57 µM; on the % scale 0 is the no-effect control and ±100 the full control effect; nearly all actives have a fitted effect of over 65% in size
# WRN inhibitor: qHTS for Inhibitors of WRN Helicase. hit rate 0.46% among 360,000. Potency, µM (titrated, usually from 114 µM), without a hit: at the top dose activity change, negative = inhibition, usual class: inhibitors. WRN helicase unwinding, fluorescent forked duplex, kinetic. Bifunctional 3'-5' exonuclease/ATP-dependent helicase WRN (Homo sapiens), Q14191; further: potency means the concentration at half of the fitted maximal effect; on the % scale 0 is the no-effect control and ±100 the full control effect; nearly all actives have a fitted effect of over 55% in size
# Target sequence (Q14191 whole entry, looked up): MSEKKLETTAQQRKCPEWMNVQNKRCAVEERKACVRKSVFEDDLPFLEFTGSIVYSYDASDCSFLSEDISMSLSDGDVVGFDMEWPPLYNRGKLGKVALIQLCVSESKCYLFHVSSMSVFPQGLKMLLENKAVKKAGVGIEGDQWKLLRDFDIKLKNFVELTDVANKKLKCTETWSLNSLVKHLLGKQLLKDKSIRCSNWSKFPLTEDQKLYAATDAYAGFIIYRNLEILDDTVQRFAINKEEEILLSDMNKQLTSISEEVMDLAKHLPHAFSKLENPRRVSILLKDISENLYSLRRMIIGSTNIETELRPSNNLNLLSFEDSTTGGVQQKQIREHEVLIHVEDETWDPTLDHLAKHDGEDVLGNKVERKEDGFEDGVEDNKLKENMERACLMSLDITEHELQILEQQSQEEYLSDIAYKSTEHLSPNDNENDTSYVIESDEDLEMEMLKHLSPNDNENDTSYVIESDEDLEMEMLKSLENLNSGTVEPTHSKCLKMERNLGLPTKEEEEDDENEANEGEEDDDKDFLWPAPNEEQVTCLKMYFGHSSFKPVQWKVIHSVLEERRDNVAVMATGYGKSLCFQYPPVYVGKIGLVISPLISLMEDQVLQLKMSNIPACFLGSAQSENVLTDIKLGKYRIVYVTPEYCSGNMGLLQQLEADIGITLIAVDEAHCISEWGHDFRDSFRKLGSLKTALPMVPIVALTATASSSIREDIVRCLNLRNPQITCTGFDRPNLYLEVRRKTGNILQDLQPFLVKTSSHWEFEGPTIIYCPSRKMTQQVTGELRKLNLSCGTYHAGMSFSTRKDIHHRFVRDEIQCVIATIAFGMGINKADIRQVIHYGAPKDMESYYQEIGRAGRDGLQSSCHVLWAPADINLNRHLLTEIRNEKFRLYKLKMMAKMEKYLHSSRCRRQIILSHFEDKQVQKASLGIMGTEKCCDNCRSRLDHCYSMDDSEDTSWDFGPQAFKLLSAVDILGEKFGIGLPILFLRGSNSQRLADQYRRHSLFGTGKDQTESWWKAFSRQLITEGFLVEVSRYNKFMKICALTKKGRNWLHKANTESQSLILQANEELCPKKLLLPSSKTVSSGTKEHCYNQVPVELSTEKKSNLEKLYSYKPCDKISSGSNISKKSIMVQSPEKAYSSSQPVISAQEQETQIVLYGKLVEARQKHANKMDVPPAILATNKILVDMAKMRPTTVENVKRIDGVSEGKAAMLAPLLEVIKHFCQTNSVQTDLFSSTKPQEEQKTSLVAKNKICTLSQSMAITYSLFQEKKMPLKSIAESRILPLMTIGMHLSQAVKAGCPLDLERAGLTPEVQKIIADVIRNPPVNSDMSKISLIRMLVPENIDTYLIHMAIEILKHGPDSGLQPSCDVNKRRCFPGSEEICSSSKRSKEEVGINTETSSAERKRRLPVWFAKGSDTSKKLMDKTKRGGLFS
#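 Kinetic fluorescence helicase assay: unwinding of a quenched forked DNA duplex (100 nM final) with 2 mM ATP final raises red fluorescence (525/598 nm). Compounds sat 15 min at room temperature with 20 nM WRN beforehand.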
# Starred values were filed as active, the others as inactive; ? = inconclusive; nt = no result given; & = joins results of further samples; [ ] = dose if it differs, or a comment. Unless noted, the call rests on the fitted dose curve; in most records, active means well fitted curve in the direction sought with a large enough effect; inconclusive means small, poorly fitted or top-dose-only effect, or another doubt; inactive means no such curve, though single readings can be large; an effect the other way counts as inactive or inconclusive. Some of the compounds tested. The share of hits here may be higher or lower than overall.
SMILES,PI5P4K alpha inh,Mm-Cpn inhibitor,EPAC2 antagonist,EPAC1 agonist,EPAC1 antagonist,CCT chaperon mod,PLK1 PBD block,WRN inhibitor
CCOc1ccc(/C=N/OCC(=O)Nc2ccc3c(c2)OCO3)cc1,-3,1%,-1%,17%,-4%,-1.3,0%,-7%
COCCNC(=O)C(=O)NNS(=O)(=O)c1ccc(Cl)cc1,-6,1%,17%,3%,10%,1.0,2%,4%
Cc1cc(Br)cc(C)c1OCC(=O)NNC(=O)c1cccs1,-3,1%,1%,-5%,-7%,-2.2,-1%,-6%
CCCn1c(SCC(=O)Nc2cc(S(=O)(=O)N3CCCCC3)ccc2C)n[nH]c1=O,0,-5%,-14%,7%,21%,-0.1,-10%,-2%
Cc1noc(C)c1N=Nc1ccc(Br)cc1C(=O)O,1,-1%,2%,0%,2%,-1.0,0%,-1%
Cc1ccc(/C=C/C(=O)NCc2ccc(S(N)(=O)=O)cc2)o1,?,-2%,10%,-1%,1%,-2.1,27µM*,?
CCOC(=O)c1cnc(SCC(=O)c2ccc3c(c2)OCCO3)nc1N,nt,-4%,2%,3%,3%,-0.8,-6%,-4%[57.1 µM]
Cc1cc(C2C(C#N)=C(N)OC3=C2C(=O)CCC3)c(C)s1 (stereo not given),-13,1%,-1%,-8%,-5%,-0.4,-11%,-1%
Cc1ccc(C(=O)Nc2sc3c(c2C#N)CCCCC3)cc1C,nt,0%,5%,0%,-6%,-3.0,-4%,-4%
CNC(=O)C[C@H]1C(=O)N(c2ccccc2)C[C@@H]1Cc1ccccc1,-3,nt,7%,-3%,-4%,0.1,5%,4%
COc1cccc(CN2CCC2(C)C(=O)Nc2cccc(Oc3ccccc3)c2)c1F (stereo not given),22,nt,10%,2%,-1%,0.3,-6%,-5%
CCCCC1=CC2=CC(=O)C(C)(OC(=O)CC)C(=O)C2=CN1CCc1c[nH]c2ccccc12 (stereo not given),-27,0%,3%,-6%,-7%,-16,-27%,2%
Oc1ccc(Br)cc1CNc1ccccn1,-21,2%,-18%,-12%,-6%,0.1,17µM*,-3%
CCN(CC)Cc1c(C(=O)N/N=C/c2c(Cl)cccc2Cl)nnn1-c1nonc1N,5,0%,-4%,-1%,-6%,0.9,-1%,-4%
O=S(=O)(c1ccc(Cl)cc1)N1CCC2(CC1)OCCO2,2,2%,-4%,1%,6%,-2.0,-1%,5%
O=C(NCc1nnnn1-c1ccc(F)cc1)c1ccc2ccccc2c1,2,nt,-1%,-7%,2%,-1.2,7%,-4%
CCCCN1C(=N)N([C@@H](CCC)CN2CCC[C@H]2CN2C(N)=NC[C@@H]2Cc2ccccc2)C[C@H]1Cc1ccccc1,2,1%,-4%,-17%,7%,-0.3,-5%,-3%
CC(C)CN1C(=O)c2ccc(C(=O)NCc3ccccn3)cc2C1=O,3,-2%,1%,-3%,-14%,-0.4,-8%,3%
Clc1cccc(Cl)c1CO/N=C/c1c(-c2ccccc2)nc2n1CCS2,-1,0%,9%,19%,16%,-0.8,-7%,-2%
CCCCCCc1ccc(N2C[C@H](C)[C@@H](CC(=O)NCc3ccccc3)C2=O)cc1,16,-2%,5%,1%,7%,0.7,0%,8%

# At a glance, part of the list above:
SMILES,PI5P4K alpha inh,Mm-Cpn inhibitor,EPAC2 antagonist,EPAC1 agonist,EPAC1 antagonist,CCT chaperon mod,PLK1 PBD block,WRN inhibitor
COc1cccc(CN2CCC2(C)C(=O)Nc2cccc(Oc3ccccc3)c2)c1F (stereo not given),22,nt,10%,2%,-1%,0.3,-6%,-5%
CCCCC1=CC2=CC(=O)C(C)(OC(=O)CC)C(=O)C2=CN1CCc1c[nH]c2ccccc12 (stereo not given),-27,0%,3%,-6%,-7%,-16,-27%,2%

# Additional entries follow.
SMILES,PI5P4K alpha inh,Mm-Cpn inhibitor,EPAC2 antagonist,EPAC1 agonist,EPAC1 antagonist,CCT chaperon mod,PLK1 PBD block,WRN inhibitor
COc1ccc(-c2cn(CCc3c[nH]c4ccccc34)nn2)cc1,0,1%,-12%,12%,4%,-2.0,2%,-14%
CCOc1ccc(C(=O)c2ccc(OCC)c(N)c2)cc1N,2,0%,-11%,3%,-5%,-1.4,-9%,0%
COc1ccc(-c2cc3c(=O)n(CC(=O)N4CCN(C)CC4)ncn3n2)cc1,-7,0%,10%,-19%,-24%,-4.3,-20%,0%
CCOc1ccc(Cl)cc1S(=O)(=O)N1CCCC1,nt,-1%,8%,0%,6%,-1.7,-7%,4%
COC(C[C@H](O)CC(=O)[C@H](C)OCc1ccccc1)OC,-1,0%,10%,0%,-6%,-0.5,-10%,-4%
O=C(O)c1ccccc1NSc1ccccc1[N+](=O)[O-],-27,1%,-24%,1%,-6%,-3.7,11µM*,-14%[57.1 µM]
CCCOP(=O)(c1ccc(N(C)C)cc1)C(Nc1ccccc1)c1ccc(N(C)C)cc1 (stereo not given),8,0%,3%,-5%,-1%,-2.4,-1%,-13%
CCOC(=O)C1=C(C)NC(=O)NC1c1ccc(Br)s1 (stereo not given),-1,0%,-3%,0%,-13%,-2.9,-6%,8%
CS(=O)(=O)N(CC(=O)NCCSc1ccccn1)c1cccc2ccccc12,-1,3%,15%,0%,32%[activator],0.0,2%,-19%[57.1 µM]
Clc1ccc(-c2ccnc(-n3cccc3)n2)s1,35,-11%,8%,-10%,2%,1.4,-3%,-12%
O[C@H]1c2ccccc2[C@H](Cc2cncs2)[C@@H]1Br,1,0%,-8%,-7%,2%,0.0,-16%,-5%
O=C(c1ccc2oc(Cc3ccc(Cl)cc3)nc2c1)N1CC[C@H](O)C1,-7,2%,5%,-18%,-15%,1.0,-9%,-5%
COc1ccc(S(=O)(=O)NCc2cccnc2)c(Cl)c1Cl,-3,nt,0%,12%,-10%,0.6,0%,-3%
NC(=O)[C@H]1CC2(CC(c3cccc(NC(=O)CC(c4ccccc4)c4ccccc4)c3)=NO2)CN1C(=O)c1ccccc1C(=O)c1ccccc1 (stereo not given in full),-23,-13%,-14%,-9%,-6%,-2.2,-8%,-18%
Cc1nn(C)c(C)c1C(=O)NN,-3,1%,0%,0%,-14%,-1.8,-6%,6%
COCCN1C(=O)C(CC(=O)Nc2ccc(C(C)=O)cc2)SC1=Nc1ccccc1 (stereo not given),1&-5,0%,-3%&-12%,-6%&0%,-12%&-13%,-1.9&0.9,-6%&-16%,1%&-11%
COc1cccc(-c2ccc(C3=CC(=O)CC(C)(C)C3=O)cc2)c1OC,6,nt,-2%,0%,-5%,-0.6,2%,-4%
Cc1ccc(S(=O)(=O)NC(N)=NCCc2ccc(Cl)cc2)cc1,11,-3%,-5%,-13%,-9%,0.4,1%,-1%
O=C(O)C(c1ccccc1)N1C(=O)c2cccc3cccc(c23)C1=O (stereo not given),-3,1%,-16%,-2%,?,-2.3,-12%,2%
COc1ccc(C2C(C(C)=O)=C(O)C(=O)N2CCc2c[nH]c3ccccc23)cc1OC (stereo not given),0,-2%,8%,-3%,2%,-0.8,1%,0%
CCCc1cc(=O)oc2cc(C)cc(OCC(=O)NCc3ccncc3)c12,-2,-1%,1%,-13%,-8%,-1.3,2%,3%
CCOC(=O)CSc1nc2c(sc(=S)n2Cc2ccco2)c(=O)n1-c1ccccc1,nt,-1%,-4%,13%,5%,-1.5,3%,-2%
O=C(NCc1ccccc1F)C1CCCN(S(=O)(=O)c2ccc(-n3cnnn3)cc2)C1 (stereo not given),5,0%,6%,-8%,-24%,-11,-12%,?
Cc1onc(-c2ccccc2)c1C(=O)N(Cc1ccco1)Cc1cccs1,2,-4%,?,6%,-13%,-2.9,-14%,-9%
COCC(C)NC(=O)COc1nncc2ccccc12 (stereo not given),0,2%,-1%,10%,5%,1.3,0%,-3%
O=S(=O)(SC1=NCCN1)c1ccccc1,-3,nt,0%,5%,6%,-2.4,-22%,5%
O=C(NCc1ccc(F)cc1)C1CCN(S(=O)(=O)N2CCCC2)CC1,-25,4%,8%,-8%,-23%,-7.5,12µM*,6%
O=C1NC(=S)N/C1=C/c1cccc([N+](=O)[O-])c1O,-89*,-5%,-12%,-4%,-20%,0.7,-16%,-18%
COc1cccc(Oc2c(C)oc3c(CN4CCCCC4)c(O)ccc3c2=O)c1,1,-5%,9%,-5%,-5%,-2.5,5%,-1%
O=C(NCCCN1CCN(c2ccccc2F)CC1)C1CCN(S(=O)(=O)c2cccs2)CC1,nt,1%,2%,9%,-1%,-2.9,-11%,8%
CC(C)N(C(C)C)S(=O)(=O)c1ccc(Cl)nc1,-1,-2%,0%,-1%,3%,-1.4,-5%,5%
CC(=O)N/C(=C\c1ccccc1)C(=O)OCC(=O)N(C)C1CCCCC1,2,1%,-10%,1%,-20%,0.8,-13%,28%
O=C(O)CSc1ncnc2sc(-c3ccccc3)cc12,-78*,-10%,-2%,10%,14%,0.5,-12%,-7%
O=C(O)c1ccc(N=Cc2nc(-c3ccco3)oc2O)cc1,-13,-11%,0%,0%,-5%,-6.1,-5%,3%
Cc1cccc(-n2c(-c3ccccc3)c[nH]c2=S)c1C,?,1%,7%,-5%,?,-0.2,-13%,-28%
Cc1ccc(N2CCN(c3ccc(C)cc3)C2c2ccccn2)cc1,nt,-1%,3%,11%,2%,6.1,-7%,-7%
Oc1ccc(/C=N/NC2=NCCCCC2)cc1,nt,-1%,-5%,7%,4%,-2.3,-8%,2%
O=C(NCc1ccc2c(c1)OCO2)c1cccs1,nt,0%,19%,-5%,1%,1.1,-1%,9%
CCc1cc(C(=O)N2CCCC(C(=O)c3ccc(Oc4ccccc4)cc3)C2)n(C)n1 (stereo not given),6,1%,-22%,11%,-13%,0.8,-5%,-12%
